Exocytosis inh: blocks lytic granule exocytosis; TALL-104 LAMP-1 surface exposure, flow cytometry; cells stimulated with thapsigargin and PMA; inhibition, % at 10 µM; hit rate 0.66% among 360,000;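 active = inhibition above about 55%, limit read from the data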
N-glyco inh: N-linked glycosylation inhibition; D54 ERlucT glycosylation luciferase reporter, 24 h; percent of 100 nM tunicamycin response; reporter increase, % at 12.5 µM; hit rate 0.23% among 360,000; AID 588692;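 active = mean luciferase reporter signal, scaled so untreated is 0 and the glycosylation-blocking control 100, at or above a set limit in every replicate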;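 note: luciferase carries N-glycosylation sites so blocking glycosylation raises the light; 0% = median of neutral control wells and 100% = median of 100 nM tunicamycin wells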
Cardio protect: myocardial damage modulation in H9c2 cells; protection from H2O2 cell death, % at 20 µM; hit rate 0.63% among 360,000; H9c2 cardiomyocytes, H2O2 injury protection, ATPLite, 2 h;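 active = compounds giving at least 50% protection of heart cells from peroxide-induced death in the single-dose screen, raw or plate-pattern-corrected value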;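 note: 0% = DMSO wells with peroxide and 100% = DMSO wells without peroxide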
MC4R ag barr: agonists of human melanocortin 4 receptor (MC4R) beta-arrestin | P32245 | U2OS MC4R beta-arrestin complementation, luminescence; percent of melanotan II response, DMSO zero | activation, % at 8.9 µM | hit rate 0.98% among 360,000 | AID 540308;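 active = activation above a per-plate cutoff, the mean activation of sample wells on that plate plus 3 SD, cut at about 8% in these data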
aDG glyco up: alpha-DG glycosylation activation; Pro5-aDG cells, alpha-DG glycosylation AlphaScreen (IIH6); 0% Pro5, 100% B10-LARGE cell signal; activation, % at 10 µM; hit rate 0.22% among 360,000; AID 624168;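 active = activation of at least 8% versus controls, or a plate z-score of at least 8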;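 note: Pro5 are CHO cells carrying HIG-tagged alpha-DG that lacks glycosylation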
MC4R antag cAMP: human MC4R antagonism in cAMP assay; hit rate 0.48% among 360,000; inhibition, % at 6.5 µM; P32245; AID 540295; MC4R-expressing cells, MTII-stimulated cAMP, LANCE TR-FRET;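 active = inhibition above its plate's cutoff, the mean of tested wells on that plate plus 3 SD, cut at about 29% in these data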;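 note: 0% = Melanotan II alone and 100% = Melanotan II plus saturating MCL0020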
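System – human MC4R-expressing U2OS cells · Also added – Melanotan II · Dosing – one concentration, 6.5 µM nominal · Timing – 30-min compound, 1-h challenge, 1-h detection, room temperature · Measured by – Eu-cAMP/anti-cAMP TR-FRET, emission 671 nm · Replicates – singlicate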
m5-HT2A agonist: mouse HTR2A agonism via beta-arrestin recruitment; P35363; CHO-K1 mHTR2A beta-arrestin complementation, luminescence; percent of 30 µM serotonin response; activation, % at 7.6 µM; hit rate 0.66% among 360,000; AID 624169;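 active = activation above a run cutoff, the mean activation of all tested compounds plus 3 SD, cut at about 14% in these data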;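 note: 0% = plate median of compound wells and 100% = 30 µM serotonin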
ABCB6 inh MLPCN: human ABCB6 transporter inhibition | Q9NP58 | K562-ABCB6 porphyrin accumulation, flow cytometry, 1 h; stronger effect = lower value | fluorescence ratio to DMSO, % at 10 µM | hit rate 0.19% among 360,000;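 active = fluorescence ratio to DMSO below 75%, the collection mean minus 3 SD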;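 note: signal is porphyrin accumulated inside mitochondria; 100% equals median channel fluorescence of DMSO control wells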
Target sequence (Q9NP58 whole entry, looked up): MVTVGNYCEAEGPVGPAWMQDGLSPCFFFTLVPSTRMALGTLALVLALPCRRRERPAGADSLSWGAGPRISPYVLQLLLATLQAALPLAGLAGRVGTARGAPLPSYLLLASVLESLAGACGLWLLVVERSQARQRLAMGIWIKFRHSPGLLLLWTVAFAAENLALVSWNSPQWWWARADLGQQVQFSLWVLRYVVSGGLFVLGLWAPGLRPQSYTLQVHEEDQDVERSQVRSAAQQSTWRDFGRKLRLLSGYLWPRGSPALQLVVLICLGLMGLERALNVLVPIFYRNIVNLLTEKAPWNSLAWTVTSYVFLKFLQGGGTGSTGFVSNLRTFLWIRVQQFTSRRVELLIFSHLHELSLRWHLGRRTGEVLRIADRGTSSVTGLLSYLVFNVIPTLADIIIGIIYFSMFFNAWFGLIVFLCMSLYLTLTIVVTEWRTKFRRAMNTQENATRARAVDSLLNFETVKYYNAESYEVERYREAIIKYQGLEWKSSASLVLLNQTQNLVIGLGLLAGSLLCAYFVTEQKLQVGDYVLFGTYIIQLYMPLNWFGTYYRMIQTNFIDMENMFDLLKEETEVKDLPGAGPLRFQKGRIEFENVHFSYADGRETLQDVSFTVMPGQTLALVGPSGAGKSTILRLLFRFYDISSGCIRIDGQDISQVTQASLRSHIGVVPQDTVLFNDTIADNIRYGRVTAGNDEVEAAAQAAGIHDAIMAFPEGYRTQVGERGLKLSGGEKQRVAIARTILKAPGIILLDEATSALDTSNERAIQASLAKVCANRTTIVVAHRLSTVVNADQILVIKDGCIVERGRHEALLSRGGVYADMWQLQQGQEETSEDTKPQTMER
iPSC survival up: enhancers of human iPSC single-cell survival; AID 602274; survival enhancement, % at 20 µM; hit rate 0.044% among 360,000; hiPSC single-cell survival, ATPlite luminescence; 100% = ROCK inhibitor wells, 0% = DMSO; in the data active = survival enhancement above about 18%;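 note: cells exposed to compounds for 16 hours before the ATP read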
ABHD5-PLIN5 inh: ABHD5-PLIN5 protein interaction inhibition; hit rate 0.78% among 360,000; Split G. princeps luciferase complementation, luminescence, 4 h; inhibition, % at 4 µM; Q00G26+Q8WTS1;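 active = inhibition above the mean inhibition across every tested compound plus 3 SD, cut at about 22% in these data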;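 note: 0% = DMSO only wells and the 100% control is not disclosed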
* = called active by the depositor; x = not tested or not shown.

SMILES	Exocytosis inh	N-glyco inh	Cardio protect	MC4R ag barr	aDG glyco up	MC4R antag cAMP	m5-HT2A agonist	ABCB6 inh MLPCN	iPSC survival up	ABHD5-PLIN5 inh
O=c1c2ccccc2c(C=Nc2cccc(S(=O)(=O)NCc3ccco3)c2)c(O)n1-c1ccc(Cl)cn1	3.4	1.2	18.1	-1.1	-0.3	-5.0	6.2	96.0	-1.2	1.4
CC1CCCCN1C(=O)c1c(Cl)cnn1C (stereo unspecified)	-2.3	2.5	6.5	-1.6	-0.4	3.4	-8.8	92.0	1.6	-9.7
Cc1ccc(NC(=O)COC(=O)C2CC(=O)N(Cc3ccccc3)C2)cc1F (stereo unspecified)	-1.6	2.9	8.8	-4.4	-0.2	10.8	1.3	98.0	1.8	-1.4
O=C(CCc1ccccc1)NNC(=O)Cc1ccc(Cl)cc1	4.8	-0.1	2.3	-2.0	-0.6	5.0	0.9	102.0	2.3	4.5
CCC(=O)c1cc(F)c(N2CCN(S(=O)(=O)c3ccccc3)CC2)cc1C	2.5	-1.6	-15.1	-1.6	0.5	4.7	0.0	100.0	2.8	-2.3
CCc1cc(C(=O)NNC(=S)NCc2ccccc2)cs1	-2.6	0.0	0.4	-1.3	0.1	0.0	7.4	97.0	0.3	-2.5
CN(Cc1ccccc1C#N)S(=O)(=O)c1cccs1	1.8	-1.9	-3.3	0.5	-0.3	21.1	-1.1	101.0	-0.7	-12.1
O=C(Nc1ccncc1)c1cncc(Br)c1	-4.4	-3.7	0.7	2.2	0.0	1.7	0.1	96.0	1.0	-1.1
COc1cc(OC)cc(-c2c(Sc3ccccc3)c3cc(-c4ccc(OC)c(F)c4)ccc3n2C)c1	1.0	x	x	x	-0.2	x	6.0	96.0	-0.7	-8.6
CO/N=C(/CNC(=O)c1ccccc1Cl)c1ccc(Cl)cc1	-5.0	-3.2	-7.1	1.4	-0.3	4.0	-1.8	102.0	5.7	0.4
O=C(Nc1ccccc1)C1CC(=O)N(C2CCCCC2)C1 (stereo unspecified)	1.0	0.1	14.7	-0.3	0.1	0.6	-2.5	103.0	-2.4	-2.7
O=C1NC(=O)C(Cc2cccc(Oc3ccccc3)c2)S1 (stereo unspecified)	29.6	2.3	2.2	1.7	0.0	-1.6	15.0*	79.0	-0.3	0.6
Cc1cccc(N2CCN(C(=O)NC3CCCCC3)CC2C)c1 (stereo unspecified)	-7.8	-1.8	4.6	-0.5	0.1	3.1	7.1	106.0	-0.8	-3.3
O=C(CC1C(=O)NCCN1C(=O)Nc1ccccc1)Nc1cc(Cl)ccc1Cl (stereo unspecified)	-14.3	-0.1	-7.7	-1.6	-0.2	1.7	-1.9	99.0	-0.6	1.6
CCOc1cc(C)nc(N2CCC(C(=O)Nc3ccccc3OCC)CC2)n1	-7.6	0.9	-3.0	-0.6	0.2	-2.0	1.7	97.0	-0.3	0.7
O=C(COC(=O)COc1ccccc1)NC1CCCc2ccccc21 (stereo unspecified)	-1.2	2.5	3.2	0.9	0.2	12.2	0.8	95.0	0.0	-2.9
CC1=CC(=C(C#N)C#N)c2ccccc2N1C	-0.7	0.1	1.6	2.4	-0.2	10.5	1.1	111.0	0.9	2.6
Cc1nc(C(=O)N2CCCC(Nc3ccc(C)c(C)c3)C2)cs1 (stereo unspecified)	-1.1	2.6	-1.3	-0.9	0.1	-3.6	-5.5	98.0	-0.1	9.8
COCCNC(=S)N1CCN(C)CC1	-0.4	0.8	7.0	1.5	0.0	16.4	-0.1	100.0	1.2	-4.7
O=S(=O)(Nc1cccc(-c2cn3c(n2)SCC3)c1)c1ccc(F)cc1F	-0.7	-2.2	6.6	2.0	-0.6	3.7	9.3	95.0	0.9	7.0
COc1ccc(CNCCC(c2ccccc2)c2ccc3c(c2)OCO3)cc1 (stereo unspecified)	5.9	-8.0	-14.2	9.1*	3.9*	-0.3	-3.0	97.0	-1.2	17.7
CC(CC(=O)Nc1ccc(F)cc1F)S(=O)(=O)c1ccc2c(c1)NC(=O)CO2 (stereo unspecified)	-1.6	-0.3	-0.9	-2.6	-0.1	-0.9	1.1	99.0	-0.5	-0.9
O=C(N=Nc1c(O)[nH]c2ccccc12)c1cc(NS(=O)(=O)c2cccs2)cc(NS(=O)(=O)c2cccs2)c1	-6.4	0.7	-12.4	0.6	-0.4	10.1	-1.2	102.0	-1.0	7.3
COc1ccc(C2=NN(C(=O)c3ccncc3)C(c3ccccc3O)C2)cc1 (stereo unspecified)	20.0	-3.6	3.8	-1.1	0.1	6.8	-1.1	96.0	0.2	6.7
O=C(CN1C(=O)c2ccccc2C1=O)C(O)CN1C(=O)c2ccccc2C1=O (stereo unspecified)	-2.7	0.1	2.4	x	-0.1	x	-4.2	98.0	-0.5	-0.5

Three records picked at random from those above:
SMILES	Exocytosis inh	N-glyco inh	Cardio protect	MC4R ag barr	aDG glyco up	MC4R antag cAMP	m5-HT2A agonist	ABCB6 inh MLPCN	iPSC survival up	ABHD5-PLIN5 inh
CCC(=O)c1cc(F)c(N2CCN(S(=O)(=O)c3ccccc3)CC2)cc1C	2.5	-1.6	-15.1	-1.6	0.5	4.7	0.0	100.0	2.8	-2.3
Cc1cccc(N2CCN(C(=O)NC3CCCCC3)CC2C)c1 (stereo unspecified)	-7.8	-1.8	4.6	-0.5	0.1	3.1	7.1	106.0	-0.8	-3.3
COc1cc(OC)cc(-c2c(Sc3ccccc3)c3cc(-c4ccc(OC)c(F)c4)ccc3n2C)c1	1.0	x	x	x	-0.2	x	6.0	96.0	-0.7	-8.6

(cont.)
SMILES	Exocytosis inh	N-glyco inh	Cardio protect	MC4R ag barr	aDG glyco up	MC4R antag cAMP	m5-HT2A agonist	ABCB6 inh MLPCN	iPSC survival up	ABHD5-PLIN5 inh
COc1cccc(NC(=O)N2CCCC2C(=O)Nc2ccc3c(c2)OCCO3)c1 (stereo unspecified)	1.6	1.0	1.9	-0.7	-0.2	-2.7	2.5	97.0	-0.6	3.9
O=C(OCC(=O)N1CCN(c2ccccc2)CC1)c1ccncc1	1.4	4.2	0.4	-0.5	-0.3	5.0	5.5	93.0	0.3	6.2
Cc1c(NC(=O)c2nn(C(C)C)c(=O)c3ccccc23)c(=O)n(-c2ccccc2)n1C	-3.3	-2.4	4.7	-2.2	0.2	0.2	-6.6	99.0	7.7	10.1
CC(=O)N1c2ccccc2CCc2ccc([N+](=O)[O-])cc21	-0.7	1.2	1.7	0.1	-0.1	7.5	4.8	99.0	-0.5	10.0
COC(=O)c1ccc(S(=O)(=O)NC(C)(C)C)n1C	15.2	3.7	10.9	-2.3	-0.1	0.5	-1.2	100.0	-0.3	1.4
COc1ccc(NC(=O)c2ccccc2Oc2ccccc2)c(OC)c1	46.7	-1.6	-12.9	-0.1	0.2	1.3	5.9	96.0	-0.5	-3.5
COc1ccc(S(=O)(=O)N(C)CC(=O)Nc2ccccc2C(F)(F)F)cc1Cl	3.1	1.6	-4.4	-2.0	0.1	-4.8	5.5	101.0	2.0	-4.9
CSCCC(NC(=O)c1ccc(Cl)cc1)C(=O)OCC(=O)c1ccc[nH]1 (stereo unspecified)	-2.5	-0.3	-2.9	1.2	-0.1	21.5	-1.7	106.0	0.0	-2.3
COc1ccc(C(=O)NNC(=O)Cc2ccc([N+](=O)[O-])cc2)cc1	-1.5	2.7	8.2	-3.0	0.0	-0.5	-0.1	101.0	2.4	-1.4
COC(=O)Cc1ccc(NC(=O)c2ccc(Br)o2)cc1	-1.4	0.7	-9.2	-0.5	-0.1	5.5	-4.2	103.0	1.1	-10.0
O=C(Nc1ccc(S(=O)(=O)C(F)F)cc1)c1ccc2c(=O)n3c(nc2c1)CCC3	49.6	-1.3	-1.7	-4.1	-0.1	6.5	-7.7	97.0	-0.4	-5.0
CCOc1ccccc1C1N(c2ccc(F)cc2)C(=O)C2CCCN21 (stereo unspecified)	-0.9	1.0	-4.4	-1.6	-0.2	2.0	-3.1	84.0	-1.2	-6.0
CCOC(=O)C1=C(C)Nc2nnnn2C1c1ccc(OC)c(Br)c1 (stereo unspecified)	1.1	2.2	-15.8	-0.7	0.3	5.3	-3.1	104.0	5.5	-3.0
COc1cc(O)c(CCC(=O)c2cc(OC)c(OC)c(OC)c2)c(OC)c1	1.2	4.7	12.1	0.5	0.3	0.8	1.8	99.0	0.1	7.7
CCOc1ccccc1C(=O)N1CCN=C1SC	-4.0	0.4	2.3	-0.9	-0.1	4.1	0.4	87.0	-1.3	0.4
Cc1cc(C)nc(N2CCCC(C(=O)NCCc3cccc(F)c3)C2)n1 (stereo unspecified)	-2.7	-0.3	3.4	0.8	0.2	8.4	2.7	92.0	1.9	-4.0
CC(=O)c1cccc(NS(=O)(=O)c2ccc(N/C=C\C(=O)c3ccc(F)cc3)cc2)c1	-4.8	-1.7	-30.8	3.6	0.6	-1.8	-4.0	86.0	2.0	2.3
Cc1sc(NC(=O)C2CC(Cl)=CCC2C(=O)O)c(C#N)c1C (stereo unspecified)	5.2	1.4	2.3	-1.7	0.0	21.2	-0.6	102.0	-1.7	-4.6
CNCCCOc1cccc(Oc2ccccc2)c1	-4.4	-5.5	1.4	-2.3	4.1	10.9	-4.6	100.0	3.1	5.5
C/C(=N\NS(=O)(=O)c1ccccc1)c1ccccc1	2.2	2.3	1.4	0.7	1.1	20.8	-2.2	98.0	1.2	-5.7
CCCCNC(=S)NNC(=O)c1csc(CC)c1	-1.2	2.5	3.4	-3.8	0.1	2.7	-1.9	100.0	-2.3	-4.3
Cc1cccc(NC(=O)CSCC(=O)N=c2sccn2C)c1	-3.3	0.7	0.1	0.6	-0.1	9.8	0.0	91.0	0.1	9.5
COC(=O)CSc1nc(-c2ccccc2)cc(-c2ccco2)c1C#N	5.0	3.0	1.3	-1.1	0.1	4.5	-8.7	99.0	4.6	-0.8
Cc1ccc2c(c1)C=CC(C)N2C(=O)c1ccccc1 (stereo unspecified)	0.6	-2.4	-8.8	1.6	0.4	4.2	-3.5	83.0	1.8	-3.8
COc1ccc(S(=O)(=O)NCCSC(C)(C)C)cc1Cl	-1.9	-4.1	-13.9	2.6	0.0	2.4	-2.1	102.0	7.7	1.2

Next part.
SMILES	Exocytosis inh	N-glyco inh	Cardio protect	MC4R ag barr	aDG glyco up	MC4R antag cAMP	m5-HT2A agonist	ABCB6 inh MLPCN	iPSC survival up	ABHD5-PLIN5 inh
CCCN(CCC)Cc1c(C(=O)N/N=C/C(C)=C\c2ccco2)nnn1-c1nonc1N	19.8	3.3	1.1	3.6	0.1	24.0	0.9	103.0	0.2	-8.1
CCCC(CCC(=O)OC)(C(=O)OCC)c1csc(N)n1 (stereo unspecified)	13.7	1.1	-4.7	2.3	0.6	1.1	7.2	99.0	0.9	7.2
Cc1cc2nc(SCCOC(=O)Nc3ccc(Cl)cc3)nc(C)c2cc1C	0.3	2.4	-14.2	0.5	0.0	1.0	0.7	94.0	-4.2	-3.3
CCCNC(=O)c1ccc2c(c1)C1C3CCC(C3)C1C(c1ccccc1)N2 (stereo unspecified)	3.4	-5.2	4.6	-2.7	-0.1	7.8	-12.2	95.0	-1.5	-10.2
Cc1noc(C)c1CSc1nnc(-c2c[nH]c3ccccc23)n1-c1ccc(Cl)cc1	-1.1	-1.7	-1.3	2.5	-0.1	5.6	2.5	84.0	2.5	7.0
CCOc1cc(NC(=S)NCc2ccco2)c(OCC)cc1NC(=O)CC(C)C	-6.7	-0.9	3.1	-1.4	-0.2	-3.0	3.2	89.0	-1.9	2.8
